# UPR CHOP act – activators of apoptotic CHOP UPR arm, primary screen, cell-based, CHO-CHOP luciferase reporter, luminescence, uHTS; UPR activation; percent of tunicamycin response over DMSO baseline; activation, % at 10 µM; 0.34% of 330,000 active; AID 449763, 2010;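 active = at 10 µM dose, activation of 40% or more, normalized to positive control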;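 note: 100% = tunicamycin at 10 µg/mL and 0% = DMSO alone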
#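 System: CHO-CHOP luciferase reporter cell line; amount: 500 cells/well; buffer or medium: F12 medium containing 10% fetal bovine serum; incubation: 6 h compound exposure at 37 °C after overnight seeding; measured by: luciferase luminescence after 10 min with Steady-Glo reagent; evaluation: % reporter activation, DMSO baseline versus tunicamycin full activation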
# Gli-Sufu block – Gli-Sufu pathway antagonists, primary screen, luciferase luminescence, Sufu-KO-LIGHT cells, uHTS | Sufu-KO-LIGHT fibroblasts, Gli luciferase reporter luminescence | inhibition, % at 5 µM | 0.74% of 340,000 active;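 active = inhibition above about 55%, limit read from the data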;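 note: 0% = DMSO-treated cells and 100% = wells with medium but no cells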
# EBI2 antag – EBI2 receptor antagonists, beta-arrestin recruitment, primary screen, cell-based, luminescence, 7a,25-OHC stimulation, uHTS; G-protein coupled receptor 183 (Homo sapiens), P32249; inhibition, % at 5 µM; AID 651636, 2012; 0.81% of 360,000 active; 7a,25-OHC stimulated; in the data active = inhibition above about 38%;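 note: enzyme fragment complementation signal reports receptor beta-arrestin coupling in cells; 0% = agonist plus DMSO wells and 100% = wells without agonist; some results beyond the cut were filed as inactive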
# 697 NFkB inh – inhibitors of PMA/ionomycin-induced NF-kB reporter, 697 cells, primary screen, B-cell NF-kB inhibitor project, cell-based, luminescence, uHTS; 697 B-cell NF-kB luciferase reporter, 16 h; inhibition, % at 4 µM; 0.33% of 330,000 active; in the data active = inhibition above about 35%
# Mdm2 MdmX PPI – inhibitors of human Mdm2-MdmX association, primary screen, cell-based, luminescence, split luciferase, SaOS-2, uHTS; Protein Mdm4 (Homo sapiens) + E3 ubiquitin-protein ligase Mdm2 (Homo sapiens), …; SaOS-2 split-luciferase Mdm2/MdmX complementation; inhibition, % at 8 µM; 3% of 330,000 active;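 active = inhibition of at least 50% at 8 µM in the primary screen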
# CCR6 antag – CCR6 receptor antagonists, primary screen, cell-based, CHO-K1, luminescence, beta-arrestin, uHTS. CHO-K1 CCR6 PathHunter beta-arrestin, CCL20-stimulated. 0.49% of 340,000 active. C-C chemokine receptor type 6 (Homo sapiens), P51684. inhibition, % at 20 µM. AID 493098, 2011;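 active = compounds whose inhibition of the agonist-driven luminescence signal at 20 µM reaches about 50%, limit read from the data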;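 note: cells stimulated with CCL20 at 14 nM final; plate controls were DMSO with CCL20 for no effect and DMSO without agonist for full effect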
# Target sequence (P51684 whole entry, looked up): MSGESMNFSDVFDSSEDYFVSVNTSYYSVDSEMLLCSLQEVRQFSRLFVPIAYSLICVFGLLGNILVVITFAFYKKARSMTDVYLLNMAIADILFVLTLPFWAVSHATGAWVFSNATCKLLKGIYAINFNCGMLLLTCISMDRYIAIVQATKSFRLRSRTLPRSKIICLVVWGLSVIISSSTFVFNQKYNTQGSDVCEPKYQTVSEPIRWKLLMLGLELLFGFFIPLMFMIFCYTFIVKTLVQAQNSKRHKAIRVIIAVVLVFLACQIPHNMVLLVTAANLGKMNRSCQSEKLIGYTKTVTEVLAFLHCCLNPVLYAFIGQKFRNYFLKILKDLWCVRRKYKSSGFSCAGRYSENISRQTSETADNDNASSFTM
# Jurkat NFkB inh – inhibitors of induced NF-kB luciferase reporter, primary screen, TCR NF-kB activation inhibitor project, cell-based, luminescence, uHTS; Jurkat, PMA/ionomycin-induced NF-kB luciferase reporter; inhibition, % at 4 µM; 0.53% of 330,000 active; in the data active = inhibition above about 50%
# CXCR6 inh – CXCR6 receptor inhibitors, primary screen, cell-based, beta-arrestin, luminescence, CHO-K1 PathHunter, 1536-well | inhibition, % at 20 µM | 0.36% of 360,000 active; in the data active = inhibition above about 34%, passing the limit was not always enough;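 note: antagonist mode with CXCL16 agonist at 10 nM final; 0% = 10 nM CXCL16 with DMSO and 100% = unstimulated wells without agonist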
# Target sequence (O00574 whole entry, looked up): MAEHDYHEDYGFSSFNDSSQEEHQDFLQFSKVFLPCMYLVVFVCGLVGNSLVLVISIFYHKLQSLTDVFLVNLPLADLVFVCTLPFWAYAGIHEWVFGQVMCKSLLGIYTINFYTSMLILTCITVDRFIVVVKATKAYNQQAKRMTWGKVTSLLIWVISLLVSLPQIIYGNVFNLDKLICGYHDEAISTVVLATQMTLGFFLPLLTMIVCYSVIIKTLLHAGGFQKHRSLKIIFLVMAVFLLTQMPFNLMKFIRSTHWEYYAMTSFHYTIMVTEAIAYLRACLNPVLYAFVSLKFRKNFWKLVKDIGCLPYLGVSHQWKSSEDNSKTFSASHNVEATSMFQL
# UPR XBP1 act – activators of adaptive XBP1 UPR arm, primary screen, cell-based, CHO-XBP1 luciferase reporter, luminescence, uHTS; IRE1-XBP1 UPR activation; percent of tunicamycin response, DMSO as zero; 0.33% of 330,000 active; activation, % at 20 µM;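 active = versus positive control, 20 µM dose yields 30% or more activation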;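 note: 100% = tunicamycin at 10 µg/mL and 0% = DMSO only wells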
#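 Signal: luciferase luminescence; Assay system: CHO-XBP1 luciferase reporter cells; Amount: one thousand reporter cells per well; Dosing: 20 µM single concentration, DMSO 1%; Benchmarks: high control tunicamycin 10 µg/mL final, low control DMSO vehicle only; Schedule: 6 h compound exposure at 37 °C, 5% CO2; Evaluation: percent activation relative to tunicamycin reference.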
# An asterisk follows results filed as active; nt = no result given.
SMILES,UPR CHOP act,Gli-Sufu block,EBI2 antag,697 NFkB inh,Mdm2 MdmX PPI,CCR6 antag,Jurkat NFkB inh,CXCR6 inh,UPR XBP1 act
CCCOC(=O)C1=C(C)NC2=C(C(=O)CC(C)(C)C2)C1c1ccc(N(C)C)cc1 (configuration not stated),0.7,-2,-4,12,17,-2,0,-5,-2
Cc1ccc(S(=O)(=O)N(CC(=O)NCc2cccs2)c2ccccc2)cc1,1.0,-18,-9,5,19,15,12,13,0
CN1CCN(NC(=O)c2cc(-c3cccc(Cl)c3)nc3ccccc23)CC1,0.7,8,-2,3,18,17,9,-2,4
Cc1oc(-c2ccccc2F)nc1CS(=O)CC(=O)NCc1ccc(Cl)cc1 (configuration not stated),2.3,-13,-1,-3,10,15,-3,-6,-3
CCOc1cccc(NC(=O)c2cnccc2C(F)(F)F)c1,0.2,0,6,4,2,16,12,-2,2
CCCCCC(=O)NC(Cc1ccc(OC)c([N+](=O)[O-])c1)C(=O)O (configuration not stated),-0.7,-7,1,1,5,-3,-19,4,-3
O=C(CSc1nnc(-c2cccs2)n1Cc1ccccc1)N1CCc2ccccc2C1,-0.9,0,10,-19,22,5,4,8,-5
O=C(/C=C/c1ccccc1)OCC(=O)c1ccc[nH]1,1.7,24,-14,-6,10,0,-19,0,1
O=[N+]([O-])c1cc(-c2ccc(C(=S)N3CCOCC3)o2)ccc1Cl,0.4,-17,10,-5,5,6,4,-11,-3
CCOC(=O)c1cnc(-c2ccccc2)nc1Oc1cccc(Cl)c1,-2.3,-1,19,-10,-32,2,-13,-1,-4
CC(=O)c1ccc(NC(=O)c2noc(C(C)C)c2[N+](=O)[O-])cc1,0.8,-31,-15,-20,33,3,-8,-4,4
COCCN(C(=O)COC(=O)C12CC3CC(CC(Cl)(C3)C1)C2)c1c(N)n(Cc2ccccc2)c(=O)[nH]c1=O,3.0,-2,1,26,-15,6,0,5,0
COc1ccc(CC(=O)OCC(=O)Nc2c(C)n(C)n(-c3ccccc3)c2=O)cc1OC,-0.8,-4,-16,9,13,2,2,0,0
COc1ccc(-c2cc(C(F)(F)F)nc(SCCC(=O)Nc3cc(C)on3)n2)cc1,0.1,7,-9,13,12,-12,3,10,-4
Cc1c(OCC(=O)N2CCC(C(=O)NCCCC(=O)O)CC2)ccc2c1oc(=O)c1ccccc12,-0.2,-2,-9,14,-9,7,16,3,-3
CSc1cccc(-c2nnc(NC(=O)c3cccc(N4C(=O)CCC4=O)c3)o2)c1,-1.6,0,6,-1,14,13,12,2,0
O=C(NCc1ccccc1)C12CN(Cc3ccccc3)CC1C(c1cccc([N+](=O)[O-])c1)=NO2 (configuration not stated),1.8,18,6,14,18,17,-17,5,-3
O=S(=O)(NC1CC1)c1ccc(S(=O)(=O)N(Cc2ccccn2)C2CC2)cc1,0.1,-7,-9,4,-22,10,-2,-7,-1
CCC(=O)Nc1ccc2c(c1)ncn2-c1ccccc1C,0.7,-19,-5,14,15,10,-9,4,-2
Cc1ccc(C2NC(=S)NC3=C2C(=O)CC(C)(C)C3)cc1 (configuration not stated),-0.8,2,-3,-6,-12,0,-4,0,2
Cc1ccc(CNC(=O)C2c3ccccc3C(=O)N3CCc4ccccc4C23)o1 (configuration not stated),-0.7,7,0,1,13,3,13,-1,-3
Cn1c(SCc2ccccc2[N+](=O)[O-])nnc1-c1cccnc1,4.2,-11,7,-19,-47,11,-22,-3,5
O=C(NCC1CCCO1)c1csc2c1CCCCC2 (configuration not stated),0.7,-9,-6,16,11,10,-6,3,-3
COc1ccc(C(C)(C)C)cc1NC(=O)COC(=O)c1cnc(C)cn1,0.9,0,-9,-18,2,-5,-5,5,-2
Cc1cc(N2C(=O)C3C4C=CC(C4)C3C2=O)ccc1NC(=O)c1cccs1 (configuration not stated),-1.4,-6,1,22,-3,1,-4,4,-4
CC(=O)CCc1ccccc1,-1.1,9,0,7,2,0,4,-2,1
CCn1ccc(C(=O)NCc2ccc3c(c2)OCO3)n1,2.6,3,-8,-10,-11,3,-1,7,-1
COc1cc(CNCc2ccc(OC)c(OC)c2OC)cc(OC)c1,-0.3,-2,-6,-4,10,-1,22,4,0
O=C(NC(=S)NCCCN1CCOCC1)c1ccc([N+](=O)[O-])cc1,-1.3,5,-3,2,-15,-3,6,-11,-6
Cc1ccc(NC(=O)CCN2C(=O)NC3(CCCC3)C2=O)c(C)c1,-0.6,-20,-13,-12,-7,11,-9,-7,0
CCNc1nc(-c2ccc(OC(F)F)cc2)c(C)s1,3.3,-12,8,-12,-47,6,-10,10,8
Cc1cc(NC(=O)c2cc(F)c(F)cc2Cl)no1,0.0,-8,-4,5,24,-4,-1,6,-1
COc1ccc(C)cc1NC(=O)CN1CCN(S(=O)(=O)c2ccc(Br)cc2)CC1,-0.3,-4,38,16,15,11,9,3,-1
CCCOC(=O)c1ccc(Oc2c(-c3ccc(OCC)cc3O)n[nH]c2C)cc1,1.8,-2,14,-25,71*,26,5,1,4
CC1(C)CC(=O)c2sc(NS(=O)(=O)Cc3ccccc3)nc2C1,1.9,-22,0,-21,6,8,-9,-2,0
CC(=O)N1c2ccc(S(=O)(=O)N(C)c3cc(C)ccc3C)cc2CC1C (configuration not stated),1.0,8,-3,-7,13,11,-12,-4,-1
O=C(c1ccc(F)cc1)C1CCN(Cc2ccccc2)CC1,nt,15,-2,nt,nt,4,nt,4,nt
O=C(NCCCN1CCOCC1)c1cc2ccccc2o1,1.3,1,-9,12,3,11,1,2,-3
CCn1c(O)c(/C=N/N=C2CCCCC2)c2cc(C3=NNC(=O)CC3)ccc21,2.2,-1,-2,12,8,5,-5,-9,6
COc1cc(C(=O)CSc2nccn2C)cc(OC)c1OC,1.5,-8,-7,11,24,7,14,-7,2
Cc1onc(-c2ccccc2Cl)c1C(=O)Nc1c(C)n(C)n(-c2ccccc2)c1=O,-1.0,-6,-7,5,-12,-12,12,5,-2
O=[N+]([O-])c1ccc(Sc2ncccn2)c([N+](=O)[O-])c1,10,12,-67,40*,36,-15,-1,-18,-1
N#Cc1cccnc1N1CCN(C(=O)c2cccc3c2C(=O)c2ccc(-c4ccc(Cl)c(C(F)(F)F)c4)cc2S3(=O)=O)CC1,1.0,7,-6,21,13,0,8,-1,-2
COC(c1ccccc1)c1nnc(CCC(=O)N2CCN(C3CCCC3)CC2)o1 (configuration not stated),3.9,-1,-1,-2,-6,22,-12,2,2
CCOc1ccccc1NC(=O)NC(=O)N(C)S(C)(=O)=O,-0.6,10,1,16,4,8,3,-6,-1
CC1CCCN(CC(=O)Nc2cc(Cl)ccc2Oc2ccccc2)C1 (configuration not stated),3.6,-5,6,-10,28,27,-7,1,-7
Cn1cc(S(=O)(=O)N2CCC3(CC2)OCCO3)c(=O)n(C)c1=O,0.4,-4,-4,18,1,4,8,-6,-3
COc1ccccc1NC(=O)CN1CCN(c2ccc(F)cc2)CC1,nt,8,-9,nt,nt,0,nt,6,nt
Cc1cccc(N2CC(C(=O)Nc3nc4ccc(S(C)(=O)=O)cc4s3)CC2=O)c1C (configuration not stated),1.6,9,2,15,47,15,13,-6,-1
CCOc1ccc(CSCCNC(=S)Nc2ccc(OC)cc2)cc1,4.6,-2,16,-12,12,7,-14,21,-4
O=S(=O)(Nc1ccc(-c2nc3cccnc3s2)cc1)c1ccc(Cl)s1,5.8,-38,-11,-49,-4,-10,-47,-13,-1
CC(Oc1cccc(Br)c1)C(=O)NNC(=O)CCNC(=O)c1ccccc1Cl (configuration not stated),-1.2,3,-9,17,8,6,4,-4,2
CCOc1ccc(C(=O)NC2CCN(C(=O)NCc3ccccc3)CC2)cc1,1.0,2,6,-17,-11,3,5,6,-1
O=c1nc2n(CCO)c3ccccc3cc-2c(=O)[nH]1,nt,8,-2,nt,nt,9,nt,7,nt
CC(C)C(c1nnnn1Cc1ccc(F)cc1)N1CCN(C2CCCCC2)CC1 (configuration not stated),0.1,5,-3,-30,-13,13,-6,16,-2
O=C1CCCN2N=C(SCC(=O)Nc3cccc(C(F)(F)F)c3)SC2=N1,6.8,-3,-5,-12,15,9,17,-13,1
CC(=O)Oc1ccc(N(C(C)=O)S(=O)(=O)c2cc([N+](=O)[O-])ccc2C)cc1,-0.1,3,-3,-16,-4,0,-5,-7,2
N#Cc1c(/N=C\c2ccc(O)c([N+](=O)[O-])c2)sc2c1CCCC2,5.5,-14,-7,-3,5,42,-21,-10,0
NC(=O)COc1ccccc1C(=O)NC12CC3CC(CC(C3)C1)C2,1.6,40,-3,16,4,7,-31,12,-3
C/C(=N\NC(=O)c1cccc(C)c1)c1ccc(N2CCOCC2)cc1,-0.1,6,-6,-11,32,3,-15,-2,-1
# (cont.)
SMILES,UPR CHOP act,Gli-Sufu block,EBI2 antag,697 NFkB inh,Mdm2 MdmX PPI,CCR6 antag,Jurkat NFkB inh,CXCR6 inh,UPR XBP1 act
CCC(=O)N(c1nnc(SCC(=O)NN2C(=O)NC3(CCC(C)CC3)C2=O)s1)C1CC1 (configuration not stated),-1.3,2,5,10,14,2,20,-5,-1
O=C(/C=C/c1ccccc1)CCN1CCOCC1,nt,-32,2,nt,nt,17,nt,4,nt
Cc1ccc(SC[C@H](c2ccccc2)N2CCN(CCc3ccccc3)CCC2=O)cc1,1.8,13,11,5,11,2,1,7,1
O=C(CC(NS(=O)(=O)c1ccc(Cl)cc1)c1ccco1)NCc1cccnc1 (configuration not stated),-0.9,-2,-14,-31,24,-5,-9,3,-2
O=c1c2cccc3c2c(nn1-c1ccccc1)-c1ccccc1-3,1.2,0,-10,-12,4,-6,-25,10,6
Cc1cccc(Nc2nnc(SCC(=O)NC3CCCc4ccccc43)s2)c1C (configuration not stated),5.2,3,26,-2,27,3,5,-3,-5
COCCn1c(=NC(=O)/C=C/c2ccccc2)sc2cc(NC(C)=O)ccc21,2.7,5,7,29,16,16,3,12,0
O=C(c1cccc(S(=O)(=O)N2CCOCC2)c1)N(CCO)Cc1ccccc1,-0.7,1,3,8,-17,6,7,6,-2

# Source: PubChem BioAssay
